BioA inh – blocks M. tuberculosis BioA enzyme activity; inhibition, % at 9.99 µM; purified M. tuberculosis BioA enzyme, plate reader; hit rate 0.096% among 360,000; in the data active = inhibition above about 40%; inconclusive = no clear call, values can overlap the other calls
MazF activator – increases E. coli MazEF RNase cleavage of RNA. P0AE70. hit rate 0.32% among 350,000. activation, % at 20 µM. FAM/BHQ RNA-DNA oligo cleavage fluorescence, 5 h; in the data active = activation above about 50%
Target sequence (P0AE70 whole entry, looked up): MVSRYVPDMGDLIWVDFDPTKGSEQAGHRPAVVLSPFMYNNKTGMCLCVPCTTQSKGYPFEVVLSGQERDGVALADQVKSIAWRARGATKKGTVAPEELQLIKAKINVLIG
Rv3671c protease – inhibitors of M. tuberculosis serine protease Rv3671c. inhibition, % at 5.96 µM. hit rate 0.048% among 320,000; in the data active = inhibition above about 38%;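 also: extracellular domain of Rv3671c used as enzyme; 0% = enzyme with DMSO and 100% = no enzyme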
BoNT F protease – BoNT F light chain protease inhibition; Multiplex microsphere protease cleavage assay, flow cytometry; inhibition, % at 10 µM; hit rate 0.22% among 360,000; AID 588497; in the data active = inhibition above about 35%, passing the limit was not always enough; inconclusive = no clear call, values can overlap the other calls; also: plate controls were buffer without enzyme for full effect and enzyme alone for no effect
FadD28 binding – blocks FadD28 binding to the bisubstrate probe. hit rate 0.22% among 360,000. inhibition, % at 12.5 µM. fluorescence polarization; in the data active = inhibition above about 8.5%, passing the limit was not always enough; inconclusive = no clear call, values can overlap the other calls
GDH-TPI counter – counter-screen for M. tuberculosis FBA inhibitors: GDH-TPI coupled enzymes. inhibition, % at 4.8 µM. AID 588335. GDH-TPI coupled enzyme counterscreen, NADH absorbance. hit rate 1.2% among 360,000;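 also: 0% = DMSO wells and 100% = wells lacking the enzyme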
UGM FP inh – Mtb UDP-galactopyranose mutase inhibition; P9WIQ1; purified UGM, fluorescence polarization probe displacement; inhibition, % at 10 µM; hit rate 0.06% among 320,000; in the data active = inhibition above about 10%, passing the limit was not always enough; inconclusive = no clear call, values can overlap the other calls
Target sequence (P9WIQ1 whole entry, looked up): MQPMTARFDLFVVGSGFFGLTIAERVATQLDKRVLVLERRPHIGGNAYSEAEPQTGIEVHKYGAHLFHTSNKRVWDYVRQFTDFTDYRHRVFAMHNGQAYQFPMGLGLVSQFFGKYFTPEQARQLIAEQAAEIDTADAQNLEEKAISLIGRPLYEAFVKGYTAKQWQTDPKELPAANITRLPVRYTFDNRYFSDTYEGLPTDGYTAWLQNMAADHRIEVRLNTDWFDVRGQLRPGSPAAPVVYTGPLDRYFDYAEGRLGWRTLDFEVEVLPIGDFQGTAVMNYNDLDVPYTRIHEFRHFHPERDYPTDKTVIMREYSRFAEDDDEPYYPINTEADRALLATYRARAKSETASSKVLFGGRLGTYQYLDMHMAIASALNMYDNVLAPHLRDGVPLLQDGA
VHR inh abs – blocks human VHR1 dual specificity phosphatase | P51452 | recombinant VHR phosphatase, pNPP absorbance | inhibition, % at 13.3 µM | hit rate 0.52% among 290,000 | AID 1654; in the data active = inhibition above about 50%; also: some compounds called inactive have numbers as strong as hits
Target sequence (P51452 whole entry, looked up): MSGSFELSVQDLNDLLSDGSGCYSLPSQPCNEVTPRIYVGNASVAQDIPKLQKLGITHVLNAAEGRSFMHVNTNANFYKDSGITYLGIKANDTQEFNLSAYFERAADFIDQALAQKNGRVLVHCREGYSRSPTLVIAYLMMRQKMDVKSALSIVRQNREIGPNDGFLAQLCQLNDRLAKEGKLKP
CCHF vOTU inh – CCHFV vOTU protease inhibition; Pep-AMC fluorescence; inhibition, % at 11.5 µM; hit rate 0.55% among 370,000; AID 651958; also: 0% = vehicle wells with enzyme and 100% = no enzyme wells
FBA Mtb inh – inhibitors of M. tuberculosis fructose-bisphosphate aldolase; hit rate 2.3% among 360,000; purified M. tuberculosis FBA, fluorescence read-out; AID 588726; inhibition, % at 1 µM; in the data active = inhibition above about 27%;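 also: 0% = vehicle and 100% = reference inhibitor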
Target sequence (P9WQA3 whole entry, looked up): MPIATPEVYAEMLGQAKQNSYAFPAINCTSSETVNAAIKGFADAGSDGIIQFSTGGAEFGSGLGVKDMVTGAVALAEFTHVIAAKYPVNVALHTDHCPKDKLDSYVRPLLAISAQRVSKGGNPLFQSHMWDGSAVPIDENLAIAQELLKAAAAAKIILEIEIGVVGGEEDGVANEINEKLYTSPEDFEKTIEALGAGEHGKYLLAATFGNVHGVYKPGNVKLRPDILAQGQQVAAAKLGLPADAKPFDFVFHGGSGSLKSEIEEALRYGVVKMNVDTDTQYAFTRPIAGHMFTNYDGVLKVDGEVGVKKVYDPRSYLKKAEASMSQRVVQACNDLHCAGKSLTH
Active calls of the source: *; ? = inconclusive; / = not tested or not shown. Rule as the data show it, unless noted: active = inhibition above about 30%; inactive = the rest. Outcome played no part in choosing rows; about 4.9% have a hit in one of these screens.

SMILES	BioA inh	MazF activator	Rv3671c protease	BoNT F protease	FadD28 binding	GDH-TPI counter	UGM FP inh	VHR inh abs	CCHF vOTU inh	FBA Mtb inh
COc1ccc(C2=NN(CN3C(=O)C(=O)c4ccccc43)C(c3ccc(C)cc3)C2)cc1 (stereo not given)	-0.9	2.1	-1.7	-14.9	0.0	11.0	0.0	13.3	6.1	-0.5
Cc1cccc(C)c1NC(=O)CNC(=O)c1ccc2c(c1)OCCO2	-0.2	6.4	3.2	-9.0	/	-1.1	0.5	/	-2.1	1.7
CC1(C(=O)NCc2ccc3c(c2)OCO3)CCN1C(=O)Cc1cccc2ccccc12 (stereo not given)	0.9	/	/	-1.9	-0.9	3.1	/	/	-1.9	0.2
CC(C)(C)c1ccc(C(=O)OCC(=O)NCc2ccco2)cc1	-1.1	-1.2	-0.5	/	-2.8	1.8	1.1	/	-3.7	-2.8
Nc1nc(Nc2ccccc2)nc(C(F)(F)F)n1	-1.0	2.9	-2.6	15.0	-4.3	-2.5	0.6	-32.2	7.4	-0.1
O=C(N/N=C/c1ccc(Cl)cc1Cl)c1cccc(N2CCCC2=O)c1	0.5	7.0	2.3	5.0	-4.2	10.3	-0.5	6.4	2.0	-2.1
C=CCNC(=S)N1CCC(C(=O)c2ccc3c(c2)OCCO3)CC1	/	-10.2	3.4	-9.0	-0.8	-1.6	0.7	-0.9	-5.0	-0.8
COc1ccc([N+](=O)[O-])cc1N(CC(=O)NCc1ccco1)S(C)(=O)=O	/	-9.4	-5.5	-9.5	-2.5	11.5	-0.9	7.6	9.6	-0.6
CNCCCC1Sc2ccccc2Oc2ccccc21 (stereo not given)	0.4	3.2	-7.4	-9.3	-7.1	-5.9	0.5	22.5	12.3	-3.0
O=C(Nc1ccc(Cl)cc1)N1CCN(C(=O)C2CCCO2)CC1 (stereo not given)	0.3	5.4	-5.2	2.2	-1.8	-2.1	-0.1	30.6	5.6	0.1
CCOc1ccc(-c2nc(C)c(C(C)=O)n2O)cc1	/	0.7	3.2	-3.1	-0.6	20.6	0.1	25.4	5.7	-0.9
O=C(CCC(=O)NNc1nc2ccccc2c2nc(-c3ccccc3)nn12)NCCCN1CCOCC1	/	6.3	0.7	0.1	-1.7	5.6	-0.3	-3.1	-3.7	0.6
CCCCCCN=CC1=C(O)CC(C)(C)CC1=O	0.5	-0.3	-0.3	-17.1	1.2	10.4	2.0	20.9	11.9	1.5
CCc1nnc(NC(=O)CSc2nnc(-c3ccccc3NC(=O)c3ccccc3)o2)s1	1.4	-5.6	0.2	-0.4	-1.7	11.0	0.6	5.5	-0.5	1.8
O=C(CN1CCN(S(=O)(=O)c2ccccc2F)CC1)Nc1ccnn1C1CCCC1	-1.2	-2.6	2.0	-12.9	0.3	1.9	0.5	/	-6.7	-2.8
CC(C)NC(C(=O)Nc1cc(Cl)cc(Cl)c1)c1ccccc1 (stereo not given)	-1.4	-8.8	6.5	-1.0	-6.7	3.9	-1.8	27.1	-6.9	0.2
COc1ccccc1C(=O)Nc1nnc(CCc2ccccc2)s1	0.7	-8.3	1.7	-26.1	-0.7	-2.6	1.9	47.1	-6.7	1.1
Cc1nc2cc(NC(=O)N3CCCC3)ccc2n1C	-3.7	0.5	8.1	0.3	-0.3	-1.3	-0.6	6.5	2.0	-3.6
COc1ccc(C(=O)CN2C(=O)NC3(CCCc4ccccc43)C2=O)cc1 (stereo not given)	/	-1.8	0.1	0.6	1.0	0.7	2.9	/	7.5	2.9
O=C(CSc1nnc(-c2ccccc2F)o1)NC1CC1	0.7	4.3	5.0	4.0	-2.0	-2.2	1.6	/	-3.8	3.5
Cc1occc1-c1nc(-c2ccccn2)no1	1.9	1.5	3.8	?	-4.9	-0.4	-0.9	15.3	8.7	3.5
N#Cc1nc(Cc2ccccc2)oc1N1CCN(c2ccccc2)CC1	0.7	3.0	2.2	-7.0	-1.8	-1.6	-0.6	12.0	-1.6	-1.1
CCOC(=O)c1ccc(COC(=O)c2nonc2N)cc1	-1.1	8.5	1.5	5.0	0.0	1.3	-2.7	17.6	11.6	5.3
O=C(OCc1ccc(Cl)c(Cl)c1)c1cccnc1Cl	3.3	10.2	5.3	3.1	-4.5	-6.8	-1.5	10.2	-9.2	-1.4
CC1(c2ccc([N+](=O)[O-])cc2)Nc2ccccc2S1 (stereo not given)	-0.9	-4.6	-1.0	-17.4	0.4	4.7	0.8	20.6	-2.0	0.5
CC(=O)c1ccc(Nc2nc(CN)cs2)cc1	11.2	/	/	-5.5	-0.1	21.4	/	/	17.8	1.1
O=C1[C@H]2[C@@H](c3ccccc3)N[C@]3(CCCN(Cc4ccc(F)cc4)C3=O)[C@H]2C(=O)N1Cc1ccccc1	0.2	4.6	/	-2.6	-6.3	1.0	/	/	-4.5	-2.3
COC(=O)C1=NNC2(c3ccc(Cl)cc3)C(=O)N(c3ccc(Cl)cc3)C(=O)C12 (stereo not given)	0.1	1.7	7.8	5.5	1.2	13.3	0.6	12.6	-2.9	-2.7
O=C(COC(=O)c1cccnc1Cl)c1ccc(F)cc1	/	-22.7	-5.4	-9.0	-2.0	-6.3	0.8	16.9	-2.0	2.4
CSc1ccccc1OCc1cc(C(=O)NCc2csc(C(C)C)n2)no1	-6.2	-8.5	0.2	-2.2	0.8	17.6	1.3	10.4	14.4	1.0

Reformatted: entries from further up
Second line of a record: BioA inh, MazF activator, Rv3671c protease, BoNT F protease, FadD28 binding, GDH-TPI counter, UGM FP inh, VHR inh abs, CCHF vOTU inh, FBA Mtb inh
N#Cc1nc(Cc2ccccc2)oc1N1CCN(c2ccccc2)CC1
    0.7, 3.0, 2.2, -7.0, -1.8, -1.6, -0.6, 12.0, -1.6, -1.1
CCOC(=O)c1ccc(COC(=O)c2nonc2N)cc1
    -1.1, 8.5, 1.5, 5.0, 0.0, 1.3, -2.7, 17.6, 11.6, 5.3
O=C(OCc1ccc(Cl)c(Cl)c1)c1cccnc1Cl
    3.3, 10.2, 5.3, 3.1, -4.5, -6.8, -1.5, 10.2, -9.2, -1.4

Following part
SMILES	BioA inh	MazF activator	Rv3671c protease	BoNT F protease	FadD28 binding	GDH-TPI counter	UGM FP inh	VHR inh abs	CCHF vOTU inh	FBA Mtb inh
Cc1ccccc1C(O)c1ccccn1 (stereo not given)	-0.2	5.1	-3.7	-2.2	-2.0	3.1	0.5	20.9	4.1	0.4
CC1(C)CC2CC(C)(CN2c2ncnc3ccc(Br)cc23)C1 (stereo not given)	/	2.0	-4.3	1.0	-9.4	23.7	-0.4	36.0	14.5	6.0
O=C1OC(c2ccccc2)(N(Nc2ccccc2)c2ccccc2)c2ccccc21 (stereo not given)	-1.4	2.7	/	-2.5	-1.9	6.2	/	/	4.4	-2.4
Cc1onc(-c2ccccc2)c1C(=O)Nc1cccc(S(=O)(=O)NC2=NCCC2)c1	2.7	-20.5	-1.5	-3.3	-0.6	2.8	1.9	/	-9.4	4.1
O=C(c1cccc(S(=O)(=O)Nc2ccc(Br)cc2)c1)N1CCCC1	/	-3.9	5.1	5.8	-0.8	7.8	-1.7	/	9.0	-1.3
O=S1(=O)CCO[C@H]2Cc3ccccc3[C@H]2N1Cc1ccc(Cl)cc1	-0.6	0.1	-6.2	3.2	-5.6	-3.1	1.1	32.1	5.5	-0.5
CC(NCc1ccncc1)C12CC3CC(CC(C3)C1)C2 (stereo not given)	/	-6.8	0.8	0.6	0.1	1.3	-0.7	28.2	-0.2	-0.3
COC(CNC(=O)c1ccc2c(=O)n(Cc3ccc4c(c3)OCO4)c(=S)[nH]c2c1)OC	/	1.5	/	-4.8	-1.2	2.2	0.1	-2.0	-4.5	-0.7
Cc1ccc(-c2c(C#N)c(N)n(-c3ccc(Cl)cc3)c(=O)c2C#N)cc1	-0.2	/	/	-1.3	-1.0	31.2*	/	/	7.6	1.9
CCCn1c(SCC(=O)NCc2ccco2)nnc1-c1ccncc1	/	-7.6	-3.5	-1.7	0.5	1.2	-0.6	6.9	-2.9	0.8
COc1ccc(CCNC(=O)CSc2nnnn2Cc2ccc3c(c2)OCO3)cc1OC	1.8	-3.9	-1.1	-1.7	-1.8	5.8	-2.2	32.7	24.9	-0.7
C=Cc1ccc(C2=CC(=O)C[C@H](c3ccc(OC)cc3)C2)cc1	2.5	-8.6	-8.7	0.9	-2.7	12.7	-0.3	/	0.2	4.5
Cc1ccc(C(=O)NNc2cc(=O)n(C)c(=O)n2C)cc1C	0.8	10.5	-7.3	-1.2	-4.4	6.0	2.0	11.9	-3.8	2.4
CCC(CO)Nc1ccn2nc(-c3cc(OC)c(OC)c(OC)c3)cc2n1 (stereo not given)	0.3	/	/	-0.7	0.1	14.3	/	/	-4.7	32.3*
C[C@H]1O[C@@H](n2cc(F)c(=O)[nH]c2=O)[C@H](O)[C@@H]1O	0.3	3.9	-0.8	-6.3	-3.2	-8.8	0.1	/	12.9	4.2
O=C(CCNC(=O)c1ccccc1)Nc1nc2ccccc2s1	-1.7	-0.7	-7.9	-3.8	-4.5	-1.8	4.4	/	-9.7	-4.7
CCOC(=O)c1[nH]c(C(=O)O)c(OC(=O)CC)c1C	-1.1	8.4	1.8	2.2	-2.3	13.0	0.8	30.6	12.6	1.0
OC(c1ccccc1)c1nc(/C=C/c2ccc(C(F)(F)F)cc2)cs1 (stereo not given)	0.2	/	/	-10.4	-1.4	7.1	/	/	10.7	-0.3
Cc1ccc(NC(=O)CN(C)C(=O)COC(=O)C2=COCCO2)cc1	/	4.3	-1.2	/	-1.6	-1.8	0.5	/	-10.5	3.7
CCOC(=O)CSc1nc(N)cc(=O)[nH]1	-3.1	7.0	-8.1	-1.5	-0.2	13.6	-2.8	17.2	9.2	5.2
Cc1ccc(CCNc2ccccc2C)cn1	0.2	-4.5	2.3	-3.9	-0.3	16.2	0.8	0.9	1.9	4.7
COC(=O)c1ccc(NC(=O)CSC2=Nc3ccccc3C3CC=NN23)cc1 (stereo not given)	/	-16.1	-21.3	-4.4	-2.1	-6.4	-0.6	27.3	/	3.6
O=C(O)CCC(=O)Nc1sc2c(c1C(=O)Nc1ccccc1)CCCCC2	/	4.0	-1.0	-0.1	0.2	13.0	-0.1	-3.1	-1.2	1.1
O=C(COC(=O)CC1CCCC1)Nc1ccc(Cl)cn1	0.1	1.7	-6.2	0.3	0.4	-9.3	-1.9	/	0.9	0.5
CCOc1cc(NC(=O)c2ccccn2)c(OCC)cc1NC(=O)CC(C)C	-0.7	-0.1	/	5.7	-2.6	7.9	/	-1.5	4.5	0.2
C[C@@H](NC(=O)c1nc[nH]c1C(=O)NCC(=O)OCc1ccccc1)c1ccccc1	-0.4	6.5	6.2	-8.8	-0.9	-3.6	-0.5	20.5	9.0	-2.2
Cc1ccc(S(=O)(=O)CC(=O)Nc2ccc(Cl)cn2)cc1	-1.1	-1.1	-4.3	0.3	-4.2	-6.9	2.9	4.2	5.5	-2.9
O=C1CCC/C(=N/NC(=O)c2ccc(NS(=O)(=O)c3cccs3)cc2)C1	/	7.8	-5.0	12.2	-0.9	20.7	-0.8	28.4	6.9	-0.5
CCOc1ccc(C(=O)/C=C/c2cn(CN3CCN(C)CC3)c3ccccc23)cc1	-1.7	-5.9	-12.2	-12.6	-1.0	4.6	1.5	-3.2	10.8	-0.2
CC(=O)c1ccc(Nc2nc(C(N)C3CCCCC3)cs2)cc1 (stereo not given)	-1.8	/	/	-9.4	-0.7	33.6*	/	/	8.8	2.5
O=C(Nc1ccc(N2CCN(C(=O)c3cccs3)CC2)cc1)c1ccc(Br)o1	0.5	2.5	0.1	-5.0	-0.5	12.3	-1.5	/	-9.8	0.1
CC(C)(C)NC(=O)NC(=O)CN1CCN(S(=O)(=O)c2ccccc2)CC1	-0.4	3.0	5.8	-58.1	-0.1	11.1	1.2	0.8	9.9	-4.8
COc1ccc(NC(=S)NC(=O)c2csnn2)cc1	/	1.5	2.9	7.1	-1.6	1.9	2.1	12.9	1.5	1.0

Assay outcomes (PubChem)
